PREPL inh: inhibits the human prolyl oligopeptidase-like enzyme. Q4J6C6. recombinant PREPL, fluorescence polarization activity-based probe. inhibition, % at 5.96 µM. 320,000 compounds, 0.68% hits. AID 2751; in the data active = inhibition above about 43%;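 also: 0% = enzyme with DMSO and 100% = wells lacking enzyme; many of its hits are not listed in these tables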
PAFAH1B3 FP inh: inhibitors of human PAFAH1B3. 340,000 compounds, 0.28% hits. recombinant PAFAH1B3, FP-rhodamine probe, fluorescence polarization. inhibition, % at 3.39 µM. Q15102;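 active = inhibition above the screen-wide average of all tested compounds plus 3 SD, cut at about 25% in these data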;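 also: 0% = enzyme with DMSO only and 100% = wells lacking PAFAH1B3 protein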
LYPLA2 counter: LYPLA2 (human) inhibition in PME1 counter-screen. recombinant LYPLA2, FP-Rh probe fluorescence polarization. AID 2177. 320,000 compounds, 0.38% hits. inhibition, % at 5.9 µM;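 active = inhibition above the screen-wide mean plus 3 SD, limit set per campaign, cut at about 26% in these data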;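 also: 0% = LYPLA2 with DMSO and 100% = wells lacking LYPLA2 enzyme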
Target sequence (O95372 whole entry, looked up): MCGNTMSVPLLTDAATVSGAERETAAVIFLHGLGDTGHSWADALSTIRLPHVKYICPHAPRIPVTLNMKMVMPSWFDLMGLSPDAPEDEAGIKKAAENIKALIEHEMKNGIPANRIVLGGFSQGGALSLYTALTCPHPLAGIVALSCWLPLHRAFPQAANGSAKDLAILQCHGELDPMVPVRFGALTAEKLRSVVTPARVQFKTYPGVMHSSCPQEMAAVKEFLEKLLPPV
PAD4 inh: blocks human protein arginine deiminase 4 | recombinant PAD4, RCA probe fluorescence polarization | inhibition, % at 6.36 µM | 330,000 compounds, 0.41% hits;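 active = percent inhibition above a cutoff equal to the mean of all tested compounds plus 3 SD, cut at about 15% in these data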;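 also: 0% = PAD4 with RCA probe and DMSO and 100% = probe without PAD4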
pPAFAH inh: inhibitors of human plasma PAF acetylhydrolase (pPAFAH) | Q13093 | recombinant pPAFAH, FP-rhodamine probe fluorescence polarization | inhibition, % at 3.39 µM | 330,000 compounds, 1.5% hits;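 active = inhibition above the mean inhibition across the screen plus 3 SD, cut at about 25% in these data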;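 also: inhibitors block binding of the rhodamine activity-based probe so polarization drops; 0% = enzyme with DMSO and 100% = wells lacking pPAFAH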
GSTO1 counter: blocks human GSTO1 in RBBP9 counter-screen | P78417 | recombinant GSTO1, activity-based probe fluorescence polarization | inhibition, % at 5.96 µM | 300,000 compounds, 1.1% hits | AID 1974;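 active = inhibition above the campaign mean inhibition plus 3 SD, cut at about 35% in these data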;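 also: 0% = GSTO1-1 with DMSO and 100% = wells lacking GSTO1-1 enzyme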
PAFAH1B2 inh: PAFAH1B2 (human) inhibition | P68402 | recombinant PAFAH1B2, FP-rhodamine activity probe, fluorescence polarization | inhibition, % at 3.39 µM | 340,000 compounds, 1.2% hits | AID 492953;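 active = inhibition above the mean of all tested compounds plus 3 SD, cut at about 24% in these data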;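 also: 0% = enzyme with DMSO and 100% = wells lacking PAFAH1B2; many of its hits are not listed in these tables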
Target sequence (P68402 whole entry, looked up): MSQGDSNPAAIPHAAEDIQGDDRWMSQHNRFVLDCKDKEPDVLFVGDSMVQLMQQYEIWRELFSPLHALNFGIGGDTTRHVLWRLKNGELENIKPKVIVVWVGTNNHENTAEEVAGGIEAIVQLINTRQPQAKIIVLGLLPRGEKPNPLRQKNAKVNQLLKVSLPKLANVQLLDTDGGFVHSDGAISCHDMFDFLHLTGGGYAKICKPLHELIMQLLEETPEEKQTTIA
PME-1 inh: blocks human protein phosphatase methylesterase 1 | Q9Y570 | recombinant PME-1, FP-Rh probe fluorescence polarization | inhibition, % at 5.9 µM | 320,000 compounds, 0.53% hits | AID 2130;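 active = inhibition above the campaign mean of all compounds plus 3 SD, cut at about 26% in these data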;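 also: competitive labeling of PME-1 active site by serine hydrolase directed probe; 0% = PME-1 with DMSO and 100% = wells lacking PME-1 enzyme; inhibitors block probe labeling so polarization falls and inhibition rises; many of its hits are not listed in these tables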
Target sequence (Q9Y570 whole entry, looked up): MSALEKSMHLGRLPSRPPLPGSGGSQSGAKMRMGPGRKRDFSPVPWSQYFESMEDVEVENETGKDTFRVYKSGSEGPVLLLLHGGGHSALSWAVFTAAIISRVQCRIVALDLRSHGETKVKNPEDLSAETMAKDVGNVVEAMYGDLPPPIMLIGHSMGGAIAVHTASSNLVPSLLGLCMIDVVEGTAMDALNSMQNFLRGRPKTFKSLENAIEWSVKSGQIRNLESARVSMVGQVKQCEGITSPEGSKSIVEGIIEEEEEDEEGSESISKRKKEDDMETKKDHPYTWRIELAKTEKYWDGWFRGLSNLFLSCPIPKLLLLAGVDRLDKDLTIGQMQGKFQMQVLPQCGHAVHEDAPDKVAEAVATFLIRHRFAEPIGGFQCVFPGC
LYPLA1 counter: counter-screen for PME1 inhibitors: inhibitors of human LYPLA1; recombinant LYPLA1, FP-Rh probe fluorescence polarization; O75608; inhibition, % at 5.9 µM; 320,000 compounds, 0.16% hits;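 active = inhibition above the mean of all tested compounds plus 3 SD, set per campaign, cut at about 14% in these data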;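 also: inhibitors block serine hydrolase probe labeling of LYPLA1 so polarization falls; 0% = enzyme with DMSO and 100% = wells lacking LYPLA1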
Starred values were filed as active, the others as inactive; . = not tested or not shown. Some of the compounds tested (hit frequency here may not be typical).

SMILES	PREPL inh	PAFAH1B3 FP inh	LYPLA2 counter	PAD4 inh	pPAFAH inh	GSTO1 counter	PAFAH1B2 inh	PME-1 inh	LYPLA1 counter
O=C(CSc1n[nH]c(-c2ccccc2)n1)N1CCCC1	17	1	-2	14	0	-2	0	-3	2
COc1ccc(C2c3ccc(O)cc3Oc3ncn4nc(-c5ccncc5)nc4c32)cc1OC (stereo unspecified)	-88	-20	-10	-4	-2	-10	-22	-20	-10
Cc1cc(/C=C2/NC(=O)NC2=O)c(C)n1-c1cccnc1	10	1	3	-3	1	-1	2	1	-2
CCN(CC)S(=O)(=O)c1cc(C(=O)Nc2cccnc2Cl)ccc1Cl	8	13	2	-5	-3	1	-1	7	5
Cc1ccc(NC(=O)CSc2nnnn2-c2ccc3c(c2)OCO3)cc1C	8	-7	-19	0	-5	-18	-4	-17	-7
O=C(Nc1ccc(F)cc1)C1CCN(S(=O)(=O)c2cccs2)CC1	-18	9	5	2	2	-3	1	-1	2
C=CC[C@@H](CC(=O)N[C@H](CO)Cc1ccccc1)C(=O)N[C@H](COC(=O)[C@@H](CC=C)CC(=O)OC(C)(C)C)Cc1ccccc1	11	13	.	1	5	.	3	.	.
CC(NS(=O)(=O)c1ccc(Br)cc1)c1ccccc1 (stereo unspecified)	2	-1	14	4	0	3	24	1	6
CN(CC(=O)Nc1ccccc1Cl)C(=O)c1ccccc1Sc1ccccc1C#N	6	4	7	-1	3	2	1	3	1
CCCCCC1CC(COc2ccccc2)OC1=O (stereo unspecified)	-2	3	7	-2	6	-6	4	2	4
Cn1c(C(=O)N[C@@H](Cc2ccccc2)C(=O)O)cc2cc(F)ccc21	8	6	3	2	2	0	2	1	-1
COc1cc(OC)c(C2C(C(=O)O)c3ccccc3C(=O)N2C)cc1OC (stereo unspecified)	11	4	2	-4	4	2	4	2	1
CC(=O)Nc1ccc(SCC(=O)N(CCC#N)c2ccc(C)cc2)cc1	-29	-1	0	3	6	16	4	-6	-2
CSc1cccc(NC(=O)CN2C(=O)COc3ccc(S(=O)(=O)N4CCOCC4)cc32)c1	14	6	36*	-2	-2	5	5	-2	-1
COc1ccc2[nH]c(=S)[nH]c2c1	-3	5	6	8	-3	0	3	-1	-1
COc1cccc(C2CC(C(F)(F)F)n3nc(C(=O)Nc4c(C)n(C)n(-c5ccccc5)c4=O)cc3N2)c1 (stereo unspecified)	2	-6	3	1	2	-2	0	-2	-2
COc1ccc(C(=O)c2ccc(CC(=O)O)s2)cc1	-8	-9	1	0	4	2	6	-1	0
CCN(CC)C(=O)Oc1ccc(Br)cc1C(=O)Nc1ccc(F)c(Cl)c1	-1	6	-4	3	2	-44	7	-1	-5
COC(=O)c1ccncc1N	-1	2	1	1	2	-13	4	-3	5
CSc1ccccc1OCc1cc(C(=O)N2CCN3CCCC3C2)no1 (stereo unspecified)	22	-4	9	-2	7	3	2	2	6
O=C(NCc1ccco1)c1ccccc1NS(=O)(=O)c1ccc2c(c1)OCCO2	0	-6	-7	-2	1	-31	0	-2	-5
CCNc1nc(NCC)nc(NC(N)=S)n1	4	-2	1	-2	3	-1	0	-6	-4
Cc1ccsc1C(=O)OCC(=O)NC1CC1	20	-5	.	9	0	.	-1	.	.
O=C(NCCCN1CCCC1=O)C(=O)NCC1OCCCN1S(=O)(=O)c1cc(F)ccc1F (stereo unspecified)	2	6	4	-3	6	0	-3	4	0
COc1cccc(NC(=O)NCCC2=CCCCC2)c1	5	-1	0	-1	1	4	7	0	1
O=C(Cn1cnc2c(cnn2-c2ccc(Cl)cc2)c1=O)NC1CCCCC1	0	3	-1	-2	2	6	-2	-1	-2
CCN1CCN(C(=O)N2CCOCC2)CC1	-8	-8	1	-5	-1	1	-1	-8	-2
O=C(NCCc1ccccc1)C1CCCN(c2ncnc3c2nc2n3CCCCC2)C1 (stereo unspecified)	11	4	5	-2	0	2	4	-5	2
Cc1cc(C)n(CCN(C)C(=O)C2CCC(=O)N(CCN3CCOCC3)C2)n1 (stereo unspecified)	-6	-6	4	4	1	2	0	0	2
COCCCNC(=S)NNC(=O)c1ccccn1	7	5	-5	-7	0	-25	2	0	-1
CCc1ccc(CCC(=O)Nc2nnc(C)s2)o1	3	-8	-5	2	-4	4	1	1	-2
CCOC(=O)c1cc(NC(=O)N(CC)CC)c(C)nc1C	8	9	-1	-3	-1	7	-1	1	-2
CCCc1cc(C(=O)Nc2cnn(Cc3ccc(F)cc3)c2)no1	-10	12	4	3	9	2	7	-4	0
O=C(NCc1cccc(Br)c1)C1CC2Cn3c(nc4ccccc43)C2N1c1ccccc1 (stereo unspecified)	11	6	2	0	1	-1	-3	3	-2
O=C(c1cc(COc2c(F)cccc2F)on1)N1CCN(C2CCCCC2)CC1	3	9	9	1	5	1	-2	1	-4
CCc1ccc(OCC(=O)NNC(=O)c2cc(S(=O)(=O)N(C)C)ccc2N2CCCC2)cc1	6	-4	5	-4	7	0	3	6	1
Cc1ccc(-c2nnc(SCC(=O)Nc3nccs3)n2N)cc1	-1	3	-1	-2	0	2	-3	-5	-2
CN(C)CCCOC(=O)c1ccccc1	5	3	-2	-1	4	-2	5	-5	-3
CN(C(=O)c1ccccn1)c1nnc(-c2ccccn2)s1	-5	5	0	0	3	-3	-2	-2	1
Cc1ccc(CNC(=O)c2cc3c(-c4ccc(Cl)cc4)nn(C)c3s2)o1	-6	-37	-61	-7	-39	-21	-14	-71	-45
COc1ccccc1N1CCN(S(=O)(=O)c2ccccc2)CC1	3	-1	-1	-4	8	-13	6	4	-2
CCCn1c(SCC(N)=O)nc2c(c1=O)C1(CCCC1)Cc1ccccc1-2	7	4	2	-4	8	-1	24	8	4
COc1ccc(/C=C2\SC(=S)N(CCCC(=O)Nc3cc(C)on3)C2=O)cc1OC	6	2	-2	0	-4	2	0	3	-3
O=C(NCC1CCCO1)C(c1cccs1)N(Cc1ccccc1)C(=O)c1ccc(-c2ccccc2)[nH]1 (stereo unspecified)	7	1	3	-2	3	-3	3	-7	1
CCCCn1nnnc1SCC(=O)NCc1ccco1	7	0	-4	-1	5	7	3	3	-3
O=C(NNC(=O)c1ccccc1OCc1ccccc1)c1ccccc1F	-4	-2	2	-1	0	7	3	-1	-1
CCOC(=O)CSc1nnc(-c2ccccc2)o1	-4	4	-7	-2	5	5	2	-11	2
FC(F)(F)c1ccc(N2CCN(Cc3ccc4c(c3)OCO4)CC2)nc1	5	4	7	0	5	-2	4	7	0
CCC(=O)N1CCN(c2ccc(Cl)cc2NC(=S)NC(=O)c2ccco2)CC1	5	11	-6	-3	1	-8	0	5	-5
COc1ccc(OC)c(C2=Nn3c(nnc3-c3ccco3)SC2)c1	-7	2	-5	-7	5	-6	8	1	-1
CC(C)(C)NC(=S)NNC(=O)c1ccncc1	-5	7	-1	-3	0	-11	3	-1	2
Cc1nnc(SCc2nnc(-c3ccc(Cl)cc3)o2)n1-c1ccccc1	17	-4	-1	-4	3	7	3	0	2
CSc1nc(Cl)cc(N2CCOCC2)n1	-5	-4	1	-1	1	-2	2	-1	-2
COC(=O)CCCNC(=O)c1ccc2nc(Cc3ccc(OC)cc3)oc2c1	0	7	-7	-1	-4	4	-3	2	-1
CCc1nnc(NS(=O)(=O)c2ccc(NC(=S)NC(=O)/C=C/c3ccc([N+](=O)[O-])cc3)cc2)s1	-2	8	67*	-2	-2	-15	-1	-4	1
O=C(NN1C(=O)NC2(CCCCC2)C1=O)c1ccc(Cl)c(Cl)c1	9	2	3	1	-1	.	0	6	2
CCO[C@H]1OC(C(=O)NC2CC2)=C[C@@H](c2ccc3c(c2)OCO3)[C@@H]1CCCO	11	5	-12	1	-9	5	4	-2	3
O=C(NCc1ccccn1)c1ccc(Cl)cc1Cl	3	11	-4	-4	2	-2	1	-4	0
Oc1c(Cl)cc(Cl)cc1/C=N/c1ncn[nH]1	5	3	-4	-2	-1	3	4	-2	-1
O=C(CCc1nnc(CCC2CCCCC2)o1)NCc1ccon1	-2	-10	7	-5	5	-6	5	-2	-1
New compounds follow.
SMILES	PREPL inh	PAFAH1B3 FP inh	LYPLA2 counter	PAD4 inh	pPAFAH inh	GSTO1 counter	PAFAH1B2 inh	PME-1 inh	LYPLA1 counter
O=C(c1cccc(N2C(=O)c3ccccc3C2=O)c1)N1CCCC(C(F)(F)F)C1 (stereo unspecified)	4	10	6	-3	2	-4	0	-1	1
COc1ccc(OC)c(NC(=O)Cc2nn(C)c(=O)c3ccccc23)c1	5	-4	-3	1	-1	0	6	-2	1
CCOC(=O)N1CCN(C(=O)CSc2ccc(Cl)cc2)CC1	0	5	5	-1	9	7	4	5	4
Cc1c(C(=O)N2CCN(c3cccc(Cl)c3)CC2)cccc1[N+](=O)[O-]	20	0	-3	-4	3	2	3	-3	-1
O=C(Nc1ccccc1-c1ccccc1)C(c1ccccc1)c1ccccc1	1	2	-2	-4	-3	3	6	0	1
O=C(c1cccs1)N(C(=O)c1cccs1)c1ccccn1	8	-1	0	-4	5	-1	-7	-4	2
Cc1oc(-c2cccc3ccccc23)nc1CN1CCN(c2ncnc3ccccc23)CC1	6	-2	-5	0	7	-11	4	-4	-2
Cc1c(C#N)c(=O)c(-[n+]2ccccc2)c([S-])n1-c1ccc(Cl)cc1	12	1	-8	-9	-7	-7	-3	-6	-6
COc1ccc(S(=O)(=O)N2c3ccccc3NC(=O)CC2C)cc1 (stereo unspecified)	-6	8	14	5	3	1	2	1	-2
CCCCC(=O)NC1=NC(=O)C(C)(C)S1	8	-10	-3	-4	-1	6	-1	-2	0
S=c1[nH]nc(-c2cccnc2)n1/N=C/c1ccco1	9	4	0	5	3	4	-1	-3	-5
CC(C)(C)OC(=O)CNC(=O)c1nc[nH]c1C(=O)NCc1ccc(CNC(=O)OC(C)(C)C)cc1	1	3	-5	1	2	2	-2	5	-4
COC(=O)c1ccc(C(=O)OC)c(NC(=O)Oc2ccccc2)c1	4	-8	0	0	-1	-3	0	-3	-3
O=C(CN1C(=O)CC(c2ccco2)Sc2ccccc21)NCC1CCCO1 (stereo unspecified)	16	11	-1	-6	-6	9	0	-4	0
CCN1CCN(C(c2cccs2)C(C)NC(=S)Nc2cccc(C)c2C)CC1 (stereo unspecified)	40	2	-6	-1	6	17	7	-8	-1
O=C(COC(=O)/C=C/c1ccccc1)NCc1ccc2c(c1)OCO2	-13	-3	.	0	6	.	0	.	.
CC(=O)c1c(O)cc(=O)n(-c2ccccc2)c1-c1ccc(Cl)cc1	4	1	-4	-6	-1	-6	5	-2	2
C=CCn1c(Cc2csc(N)n2)nnc1SCc1ccc(C(=O)OC)cc1	5	4	1	1	6	3	0	1	2
O=C(N/N=C/c1cccnc1)C(=O)N1CCCCCC1	4	0	0	4	-5	3	1	4	-1
CCOC(=O)N1CCC(N2CCN(Cc3ccccc3)C(CCO)C2)CC1 (stereo unspecified)	0	2	1	-2	4	3	-1	-7	0
O=C(NC(Cc1ccccc1)C(=O)O)/C(=C\c1ccccc1)NC(=O)c1ccco1 (stereo unspecified)	3	7	1	0	2	1	6	-1	0
O=C(Cc1ccsc1)NNC(=O)c1cccc(Cl)c1	-3	7	0	-2	1	2	1	-2	-3
